D1 PAM: Potentiators of Human D1 Dopamine Receptor: qHTS; potentiation, % at 10 µM; HEK293 TREx D1 cells, calcium flux, dopamine EC20 potentiation; 360,000 tested, 0.036% active; in the data active = potentiation above about 30%; also: 0% is about no effect
Target sequence (P21728 whole entry, looked up): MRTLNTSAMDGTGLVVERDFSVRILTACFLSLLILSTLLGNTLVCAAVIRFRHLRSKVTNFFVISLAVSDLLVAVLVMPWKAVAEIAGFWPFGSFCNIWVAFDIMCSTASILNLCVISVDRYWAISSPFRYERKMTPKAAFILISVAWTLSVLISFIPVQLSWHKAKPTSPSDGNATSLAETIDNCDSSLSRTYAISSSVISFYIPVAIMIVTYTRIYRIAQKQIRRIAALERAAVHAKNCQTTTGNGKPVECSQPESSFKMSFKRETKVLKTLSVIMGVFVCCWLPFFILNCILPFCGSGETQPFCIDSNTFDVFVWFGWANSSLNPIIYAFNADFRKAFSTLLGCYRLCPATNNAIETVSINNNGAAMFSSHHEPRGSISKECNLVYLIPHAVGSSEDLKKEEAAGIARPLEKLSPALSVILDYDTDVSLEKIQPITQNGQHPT
TRHR enhancer: qHTS for Small Molecule Agonists and Allosteric Enhancers of Human TRH Receptor: Primary Screen for Enhancers. AID 493056, 2011. TRHR cells, fluo-8 calcium fluorescence, EC20 TRH enhancement. 360,000 tested, 0.66% active. enhancement, % at 2 µM; in the data active = enhancement above about 30%; also: 0% is about no effect
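TRHR-expressing cells loaded with fluo-8 calcium dye were read kinetically (ex 480/em 530) during compound addition, then stimulated with an EC20 of TRH (10 nM final). Enhancement of the Gq-mediated intracellular calcium response was scored.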
TRHR ag: qHTS for Small Molecule Agonists and Allosteric Enhancers of Human TRH Receptor: Primary Screen for Agonists; TRHR cells, calcium flux fluo-8, FDSS agonist mode; Thyrotropin-releasing hormone receptor (Homo sapiens), P34981; activation, % at 2 µM; 360,000 tested, 0.18% active; also: 0% is about no effect
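Agonist-mode FDSS calcium read (Ex 480/Em 530, 1 s cycles) in 1536-well TRHR cells with fluo-8 dye, after 10-cycle baseline and 23 nL compound addition; TRH at EC20 (10 nM final) added afterwards for the enhancer phase.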
D1 ag: Allosteric Agonists of the Human D1 Dopamine Receptor: qHTS | 360,000 tested, 1% active | HEK293 T-REx D1 cells, calcium flux, agonist mode | activation, % at 2 µM; also: 0% is about no effect
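Agonism was scored from calcium flux recorded over 180 s (1 read/s) after pintool compound addition, following a 10-cycle baseline. Cells were inducible force-coupled HEK293 TREx D1, plated overnight at 30 C and loaded with no-wash calcium dye.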
D2 potentiator: HTS Assay for Positive Allosteric Modulators of the Human D2 Dopamine Receptor: Primary Screen for Potentiators; D(2) dopamine receptor (Homo sapiens), P14416; HEK293 T-REx D2, calcium flux, EC20 dopamine potentiation; potentiation, % at 10 µM; 340,000 tested, 0.34% active;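 active = potentiation over 3 SD above the plate norm, cut at about 30% in these data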; also: 0% is about no effect
Target sequence (P14416 whole entry, looked up): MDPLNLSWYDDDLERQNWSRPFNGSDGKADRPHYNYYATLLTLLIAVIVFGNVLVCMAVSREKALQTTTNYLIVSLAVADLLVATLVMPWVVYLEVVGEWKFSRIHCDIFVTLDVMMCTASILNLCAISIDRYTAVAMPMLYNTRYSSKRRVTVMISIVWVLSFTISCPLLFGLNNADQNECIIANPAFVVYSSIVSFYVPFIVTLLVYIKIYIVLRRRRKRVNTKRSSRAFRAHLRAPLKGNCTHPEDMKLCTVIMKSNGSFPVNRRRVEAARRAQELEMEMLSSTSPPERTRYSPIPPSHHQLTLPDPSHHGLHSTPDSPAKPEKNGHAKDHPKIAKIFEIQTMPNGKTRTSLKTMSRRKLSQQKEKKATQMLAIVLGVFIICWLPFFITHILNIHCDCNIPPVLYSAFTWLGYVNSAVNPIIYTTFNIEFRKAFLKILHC
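Potentiation of an EC20 dopamine calcium response is measured in a force-coupled, tetracycline-inducible Hek293 Trex D2 line. Compound-only kinetic reads over 180 s flag agonists before dopamine addition.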
RXFP1 antagonist: qHTS Assay for Antagonists of the Relaxin Receptor RXFP1; Relaxin receptor 1 (Homo sapiens), Q9HBX9; HEK293-RXFP1, relaxin-stimulated cAMP HTRF, 30 min; active compounds read low; activity change, negative = inhibition, % at 57.5 µM; 350,000 tested, 0.59% active; AID 1259400, 2018;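 active = activity change of -60% or lower, but not beyond a set lower limit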; also: % is scaled to controls: 0 for no effect and ±100 for the full control effect
D2 ag: HTS Assay for Allosteric Agonists of the Human D2 Dopamine Receptor: Primary Screen for Agonists | HEK293 T-REx D2 cells, calcium flux agonist mode | activation, % at 2 µM | 340,000 tested, 0.53% active | D(2) dopamine receptor (Homo sapiens), P14416 | AID 485358, 2010;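 active = activation over 3 SD above normal in the single-dose calcium agonist read, cut at about 30% in these data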; also: 0% is about no effect
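Calcium-flux readout, 1 cycle/sec over 180 s following compound pin transfer, in inducible HEK293 Trex D2 cells (force-coupled); dopamine controls included. Positive calcium responses during this window marked compounds as potential agonists.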
D2 antagonist: HTS Assay for Allosteric Antagonists of the Human D2 Dopamine Receptor: Primary Screen for Antagonists. D(2) dopamine receptor (Homo sapiens), P14416. HEK293 TREx D2 cells, calcium flux, dopamine EC80. inhibition, % at 10 µM. 340,000 tested, 2% active. AID 485344, 2010; in the data active = inhibition above about 30%; also: 0% is about no effect
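Dopamine at EC80 is the agonist stimulus; test compounds precede it by 180 s. Calcium flux read kinetically in a force-coupled, inducible HEK293 T-REx D2 cell line.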
D1 antagonist: Antagonist of Human D 1 Dopamine Receptor: qHTS; D(1A) dopamine receptor (Homo sapiens), P21728; HEK293 TREx D1 cells, calcium flux, dopamine EC80; active compounds read low; 360,000 tested, 3.2% active; AID 504652, 2011; activity change, negative = inhibition, % at 10 µM; in the data active = activity change below about -30%; also: % is scaled to controls: 0 for no effect and ±100 for the full control effect
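HEK293 T-REx cells expressing inducible, force-coupled D1 receptor; no-wash Ca dye, 30–90 min RT. Cmpd → 180 s read at 1 Hz → EC80 DA → 180 s read.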
An asterisk follows results filed as active; nt = no result given; & = joins results of further samples. Rule as the data show it, unless noted: active = activation above about 30%; inactive = the rest. Random draw from the library; any-hit rate near 7.3%.

Each structure is followed by: D1 PAM, TRHR enhancer, TRHR ag, D1 ag, D2 potentiator, RXFP1 antagonist, D2 ag, D2 antagonist, D1 antagonist
Cc1nc(C)c(C(=O)OCC(=O)N2CCN(c3ccccc3)CC2)s1
→ -8, 0, 0.6, 13, nt, -5, 1.7, 14, -4
Fc1ccc(N2N=C(c3cccs3)CC2c2ccccc2)cc1 (configuration not stated)
→ -5, 5, 1.3, 3, 1, -18, -0.1, -22, 4
COc1ccc(/C=C/CN2CCN(Cc3ccc(F)cc3)C(CCO)C2)cc1 (configuration not stated)
→ -2, -5, 0.3, 3, -25, 0, 0.1, 0, -10
COc1cc(C)c(Br)cc1S(=O)(=O)NCc1cccs1
→ 4, -3, 1.3, 6, -9, -14, 2.6, -20, 9
O=C(CN1CCCCCC1)Nc1ccccc1F
→ 2, 2, 0.0, 0, -5, -7, 2.5, 5, 12
CCn1c(SCC(N)=O)nnc1C(C)C
→ -6, 0, -1.0, 2, nt, -4, nt, nt, -7
O=S(=O)(c1ccc(Cl)cc1)c1nc(-c2ccco2)oc1SCc1ccc(F)cc1
→ 2, 1, 1.6, 16, 22, -12, 4.0, nt, -21
CCC1(c2ccccc2)NC(=O)N(CC(=O)NCc2ccc(F)cc2)C1=O (configuration not stated)
→ -6, 2, 0.4, 0, 6, 9, -0.1, -8, -3
CC(C)(C)/C(O)=C/c1nc2cc(Cl)ccc2oc1=O
→ 0, -8, 0.1, 2, -6, -12, -0.4, -13, 7
CSc1ncc(C(=O)Nc2ccc(Cl)cc2)c(C)n1
→ -3, -3, -0.5, 2, -6, -6, -0.2, 11, -1
O=C1CNC(=S)N1CCc1ccc(Cl)cc1
→ -1, 3, 0.2, 5, 4, 2, 0.2, -5, -2
Cc1ccc2occ(CC(=O)Nc3ccc(S(=O)(=O)N4CCCC(C)C4)cc3)c2c1 (configuration not stated)
→ 3, -2, 1.6, 1, 15, -19, 1.9, nt, -2
Cc1ccc(NC(=O)CSc2nc(=O)n(CCCN(C)C)c3c2CCC3)cc1F
→ -2, 4, 0.2, 3, -3, 6, nt, nt, nt
CCCCC(=O)NC(=S)NNC(=O)CC#N
→ -6, 2, 0.9, 1, -1, -9, 1.1, -7, -3
O=C(CS(=O)(=O)c1ccc(Cl)cc1)NCCS(=O)(=O)c1ccc(Cl)cc1
→ -6, 1, 0.4, 1, -2, -9, 0.1, -13, 31
CCCCN(C1CCS(=O)(=O)C1)S(=O)(=O)c1ccc(C(C)C)cc1 (configuration not stated)
→ -3, -4, -0.4, 2, nt, -18, nt, nt, -4
Cc1c(NC(=O)Nc2ccc(C#N)cc2)c(=O)n(-c2ccccc2)n1C
→ 5&2, 4&-3, -0.2&0.4, 4&0, 0&17, 2&-25, -4.1&0.4, -5, -15&-18
COc1c(Cl)ccc(Cl)c1C(=O)NCc1ccco1
→ 2, 6, 0.6, 4, -1, -9, 1.8, -6, -28
O=C(N/N=C/c1cc(Br)ccc1O)c1ccncc1
→ -5, 12, 13, 5, 5, 8, 2.8, 7, 0
CN(C)S(=O)(=O)c1ccc(N2CCCC2)c(C(=O)NCc2ccccc2)c1
→ -4, -3, -0.6, 2, 5, -27, 1.6, 2, nt
COc1cc(OC)c(NC(=S)Nc2cccc(C(C)=O)c2)cc1Cl
→ -8, 2, 0.0, 4, -7, 2, 0.4, -1, -10
COc1ccc(CCNCC(=O)N2C(C)CCCC2C)cc1OC (configuration not stated)
→ 4, 20, 0.2, 1, -3, -22, -2.3, -6, -3
CCOC(=O)C1CCCN(C(=O)Cn2c(=O)cc(C)c3c(C)nn(C)c32)C1 (configuration not stated)
→ -4, -1, 0.2, 9, 7, nt, -0.4, nt, 4
Cc1onc(-c2c(F)cccc2Cl)c1C(=O)N1CCCC1
→ -6, 0, 0.1, 0, -8, -2, 0.1, 1, 13
Cc1cc(=O)oc2c(C)c(OC(C)C(=O)NCc3ccccn3)ccc12 (configuration not stated)
→ -3, 9, 0.0, 1, 10, 25, -0.2, -1, 25
NC(=O)c1ccccc1NC(=O)Nc1ccc(F)c(Cl)c1
→ 4, 26, 1.1, 6, -7, 10, 2.1, 18, 29
Cc1ccc(OCc2nnc(SCC(=O)N3C(C)CCCC3C)o2)cc1 (configuration not stated)
→ 2, 3, -0.5, -2, 23, -7, 1.0, -11, 6
CCCCn1nc2cc(C(=O)NCc3ccc(C(F)(F)F)cc3C(F)(F)F)ccc2c1OCC
→ -4, -5, 1.3, 4, 3, nt, 1.0, -15, 17
COc1ccc(C)cc1NC(=O)C1CCN(C(=O)c2ccc(C(C)(C)C)cc2)CC1
→ -12, 5, -0.2, -1, 9, -18, 0.4, -22, 1
CCn1cc(C(=O)OCC(=O)OC2CC(C)CCC2C(C)C)c(=O)c2ccc(C)nc21 (configuration not stated)
→ 0, 0, -0.9, 6, -1, -25, -0.5, -19, -1

Looked up above:
`CCn1cc(C(=O)OCC(=O)OC2CC(C)CCC2C(C)C)c(=O)c2ccc(C)nc21` (configuration not stated) @ TRHR ag: -0.9
`CSc1ncc(C(=O)Nc2ccc(Cl)cc2)c(C)n1` @ D2 antagonist: 11

(list continues)
Each structure is followed by: D1 PAM, TRHR enhancer, TRHR ag, D1 ag, D2 potentiator, RXFP1 antagonist, D2 ag, D2 antagonist, D1 antagonist
CCOC(=O)N1CCN(S(=O)(=O)c2ccc(OCC)c(C)c2)CC1
→ -7, 4, -1.7, 10, 9, -3, 2.2, 12, 2
Cc1ccccc1/C=C/c1nc2ccccc2c(=O)n1CCc1ccccc1
→ 8, -1, 1.3, 4, 10, nt, 1.6, 8, -6
CCOC(=O)c1[nH]c2ccc(OC)cc2c1NC(=O)C(C)N1CCC2(CC1)OCCO2 (configuration not stated)
→ 2, 3, -1.6, 0, nt, nt, nt, nt, 6
CN1CCN(C(=O)CCN2C(=O)S/C(=C/c3ccc(Cl)cc3)C2=O)CC1
→ -6, 5, -0.5, 8, 3, -10, 0.6, -1, -9
CCOC(=O)CNC(=O)c1sc(NC(=O)c2cccc(F)c2)nc1C
→ -1, 1, -2.1, 5, 6, -4, 0.6, -11, -10
CC(C)(C)c1ccc(C(=O)Nc2ccc(OCc3cc(=O)n4ccsc4n3)cc2)cc1
→ -1, 1, 0.7, 4, 10, nt, 0.0, nt, -18
CC(C)CC(NC(=O)OC(C)(C)C)c1cn([C@@H](Cc2ccc(O)cc2)C(=O)N2CCN(C(=O)OC(C)(C)C)CC2)nn1 (some centres not stated)
→ -4, -3, 0.1, 3, 8, nt, -0.4, -20, 2
Nc1ccccc1N=Cc1ccc(-c2cccc(Cl)c2)o1
→ -2, -3, -0.4, 9, 9, 0, -0.3, 14, -10
Cc1cc(-c2ccc(S(=O)(=O)Nc3ccc(Br)c(C)c3)s2)on1
→ -5, 15, 0.0, 3, -8, -17, 0.3, nt, -28
O=C1c2cccnc2C(Nc2ccc(Cl)cc2)N1Cc1cccs1 (configuration not stated)
→ -6, -4, 0.8, -1, 5, -3, 0.7, 8, 1
C/C(=N\O)c1ccn(S(=O)(=O)c2ccc(Cl)cc2)c1
→ -3, -2, -0.4, 3, -4, 6, 0.2, 0, -12
CCCCN(C)C(=O)C1CCCN(S(=O)(=O)c2ccc3c(c2)CC(C)N3C(=O)C2CC2)C1 (configuration not stated)
→ -4, 6, -1.8, 2, 2, -10, 0.6, 6, -21
CCOC(=O)C(C(=O)OCC)N(C#N)c1nc(SC)nc(N(C)C)n1
→ -1, -6, -0.3, 2, -11, -6, 0.9, 3, -11
Cc1ccc(S(=O)(=O)c2nc(S(C)(=O)=O)sc2N2CCC3(CC2)OCCO3)cc1
→ 3, 1, 0.4, 0, 1, 6, 0.5, 1, -8
CCCCn1c(SCC(=O)N2CC(=O)Nc3ccccc32)nnc1-c1ccoc1C
→ 0, -5, -0.5, 6, 7, 1, -1.7, 3, 16

Reformatted: 3 of the compounds above
Cc1ccccc1/C=C/c1nc2ccccc2c(=O)n1CCc1ccccc1
  D1 PAM: 8; TRHR enhancer: -1; TRHR ag: 1.3; D1 ag: 4; D2 potentiator: 10; RXFP1 antagonist: nt; D2 ag: 1.6; D2 antagonist: 8; D1 antagonist: -6

Cc1nc(C)c(C(=O)OCC(=O)N2CCN(c3ccccc3)CC2)s1
  D1 PAM: -8; TRHR enhancer: 0; TRHR ag: 0.6; D1 ag: 13; D2 potentiator: nt; RXFP1 antagonist: -5; D2 ag: 1.7; D2 antagonist: 14; D1 antagonist: -4

Cc1cc(=O)oc2c(C)c(OC(C)C(=O)NCc3ccccn3)ccc12 (configuration not stated)
  D1 PAM: -3; TRHR enhancer: 9; TRHR ag: 0.0; D1 ag: 1; D2 potentiator: 10; RXFP1 antagonist: 25; D2 ag: -0.2; D2 antagonist: -1; D1 antagonist: 25

Assay outcomes as filed in PubChem.
